# Dengue-2 NS5 capping – Dengue-2 NS5 methyltransferase inhibitors, primary screen, biochemical, confirmation dose response (AID 588689); hit rate 0.3% among 340,000; Dengue-2 NS5 methyltransferase capping enzyme assay, biochemical; higher % means a stronger effect; inhibition, % at 25 µM; hits with a dose series show IC50 in µM; in the data active means a potency from the dose series; inconclusive means inhibition above about 29% without an active follow-up result
# NTR1 ag – NTR1-driven beta-arrestin-GFP spot formation – imaging, U2OS cells, high content, primary screen (AID 493036); P30989; agonist mode; activation, % at 20 µM; hit rate 0.17% among 330,000;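 active means activation at or above 40% of the spot to cytoplasm intensity ratio, with at least 20 cells analyzed; inconclusive means wells under 20 cells, flagged as cytotoxic or low count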;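 further: 0% = DMSO without peptide and 100% = 100 nM NTR1 peptide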
# Target sequence (P30989 whole entry, looked up): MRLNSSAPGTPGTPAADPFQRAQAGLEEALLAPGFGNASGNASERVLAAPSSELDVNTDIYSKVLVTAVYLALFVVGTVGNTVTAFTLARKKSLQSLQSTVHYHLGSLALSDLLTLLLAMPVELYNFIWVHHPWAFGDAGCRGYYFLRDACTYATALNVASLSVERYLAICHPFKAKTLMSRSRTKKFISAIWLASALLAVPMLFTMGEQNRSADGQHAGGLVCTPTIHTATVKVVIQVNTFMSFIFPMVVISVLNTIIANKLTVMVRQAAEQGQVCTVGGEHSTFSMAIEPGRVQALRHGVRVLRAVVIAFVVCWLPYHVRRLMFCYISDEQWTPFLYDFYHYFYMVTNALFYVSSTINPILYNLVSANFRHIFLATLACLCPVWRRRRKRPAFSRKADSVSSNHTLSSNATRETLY
# K1F lysis inhibition – inhibition of K1F phage lysis, E. coli UTI89, bacterial capsule biogenesis inhibitors, alamar blue (AID 488966); E. coli UTI89 K1F phage lysis, alamar blue, 2 h; higher % means a stronger effect; one-dose inhibition, % at 100 µM; IC50 in µM for titrated hits; hit rate 0.02% among 340,000;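 active means phage lysis inhibition, versus mean bacterial control, above a set limit; inconclusive means no clear call, values can overlap the other calls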;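 further: capsule biogenesis inhibitors block K1F phage lysis so surviving cells raise fluorescence; higher fluorescence means more inhibition of phage lysis; actives were called in the ten point dose series up to 300 µM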
# AID2073 – disruptors of CaV2.2 binding to Mint1 – biochemical, HTRF (AID 2073); hit rate 0.19% among 290,000; HTRF protein-protein interaction, Mint1-CaV2.2; higher % means a stronger effect; inhibition, % at 20 µM; hits with a dose series show IC50 in µM; in the data active means inhibition mostly above about 51%, no sharp cut-off; inconclusive means no clear call, values can overlap the other calls; inactive means mostly below about 53%; further: some results filed as inactive read as strong as hits
# RSV antiviral HEp-2 – RSV antiviral activity via CPE protection, HEp-2 cells, primary 10 µM value included (AID 2391) | HEp-2 cells, RSV-induced CPE inhibition; higher % means a stronger effect | CPE inhibition, % at 10 µM; hits with a dose series show IC50 in µM | hit rate 0.13% among 310,000; in the data active means a potency from the dose series; inconclusive means CPE inhibition mostly from about 23% at the one dose, without a potency; inactive means the rest, 99 in 100 with CPE inhibition below about 21%; further: strong numbers were not always called active
# Rac1 GTP hydrolysis – MgcRacGAP GTPase-activating activity inhibitors, confirmation, biochemical, ADP Hunter fluorescence. AID 624330. one-dose inhibition, % at 30 µM; IC50 in µM for titrated hits. hit rate 0.6% among 340,000. MgcRacGAP-stimulated Rac1 GTP hydrolysis, ADP Hunter fluorescence; higher % means a stronger effect; GST-tagged Rac1 F28L mutant substrate;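 active means first-screen hits whose inhibition reached a set limit at any dose in the follow-up dose series; inconclusive means inhibition above the set first-screen limit but never retested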;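 further: fluorescence reports GDP produced by GAP-driven GTP hydrolysis; strong numbers were not always called active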
# SV40 large T antigen – TAg ATPase/helicase activity blockers – biochemical (AID 1903); SV40 large T antigen ATPase/helicase inhibition assay; higher % means a stronger effect; inhibition, % at 20 µM, or IC50 in µM where a hit was titrated; hit rate 0.39% among 310,000; in the data active means a potency from the dose series; inconclusive means inhibition mostly from about 32% at the one dose, without a potency; inactive means the rest, 99 in 100 with inhibition below about 32%; further: strong numbers were not always called active
# Siah-1 displacement – Siah-1 peptide-binding antagonists, primary screen, biochemical, fluorescence polarization, rhodamine-plectin, uHTS (AID 1817). Siah-1 / rhodamine-plectin peptide fluorescence polarization; higher % means a stronger effect. displacement, % at 20 µM, or IC50 in µM where a hit was titrated. hit rate 0.02% among 290,000;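 active means displacement of at least 50% at 20 µM, with a fluorescence ratio check between 0.3 and a set limit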;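 further: plate controls were Siah plus tracer with DMSO for no effect and tracer alone without Siah for full effect; strong numbers were not always called active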
# West Nile antiviral – inhibition of WNV-induced cytopathic effect – cell-based, CPE readout (AID 1621); West Nile virus-infected cells, CPE inhibition; higher % means a stronger effect; hit rate 0.02% among 290,000; one-dose CPE inhibition, % at 10 µM; IC50 in µM for titrated hits; in the data active means a potency from the dose series; inconclusive means CPE inhibition mostly from about 3.7% at the one dose, without a potency; inactive means the rest, 99 in 100 with CPE inhibition below about 2.2%; further: strong numbers were not always called active
# NTR1 ag cell count 20 µM – second read-out of NTR1 ag, no call of its own (marks repeat the call); cell count; measured here: cell count, cytotoxicity flag
# Dengue-2 NS5 capping pilot replicate – recorded beside Dengue-2 NS5 capping, whose call it bears; inhibition, %; measured here: pilot screen replicate inhibition
# The depositor's hits bear a star; ? = inconclusive; · = no result given; [ ] = remark or other dose.
# Sample of the layout, three compounds:
SMILES,Dengue-2 NS5 capping,NTR1 ag,NTR1 ag cell count 20 µM,K1F lysis inhibition,AID2073,RSV antiviral HEp-2,Rac1 GTP hydrolysis,SV40 large T antigen,Siah-1 displacement,West Nile antiviral,others
O=C(CNC(=O)c1cccc(Cl)c1)Nc1ccc(F)c(F)c1F,-1%,0.2,100,0.2%,1%,-0.4%,5%,0%,3%,0.2%,
COc1ccc(O)c(/C=N/Nc2nc(Nc3ccccc3)nc(-n3nc(C)cc3C)n2)c1,-2%,9.5,50,0.8%,14%,-3.6%,8%,1%,-3%,?,
Cc1ccc(S(=O)(=O)NCc2cn3ccsc3n2)c(C)c1,9%,1.5,51,-0.2%,-7%,0.5%,8%,14%,-4%,0.6%,

# This part in full, previewed entries included:
SMILES,Dengue-2 NS5 capping,NTR1 ag,NTR1 ag cell count 20 µM,K1F lysis inhibition,AID2073,RSV antiviral HEp-2,Rac1 GTP hydrolysis,SV40 large T antigen,Siah-1 displacement,West Nile antiviral,others
O=C(CNC(=O)c1cccc(Cl)c1)Nc1ccc(F)c(F)c1F,-1%,0.2,100,0.2%,1%,-0.4%,5%,0%,3%,0.2%,
COc1ccc(O)c(/C=N/Nc2nc(Nc3ccccc3)nc(-n3nc(C)cc3C)n2)c1,-2%,9.5,50,0.8%,14%,-3.6%,8%,1%,-3%,?,
Cc1ccc(S(=O)(=O)NCc2cn3ccsc3n2)c(C)c1,9%,1.5,51,-0.2%,-7%,0.5%,8%,14%,-4%,0.6%,
Cc1cccc(OCCCC(=O)N2CCCCCC2)c1C,-5%,2.0,53,0.1%,6%,?,9%,10%,4%,-2.0%,Dengue-2 NS5 capping pilot replicate=-5.5
CC(On1c(-c2ccccc2)nc2ccc(Cl)cc21)C(=O)O (stereo not drawn),5%,-1.7,94,0.0%,4%,1.9%,-13%,12%,1%,1.1%,
COCCNC(=O)c1cc2c(-c3ccccc3F)nn(C)c2s1,2%,-0.3,92,-0.5%,20%,2.5%,10%,0%,4%,·,
COc1cccc(NC(=O)[C@H](CC(C)C)NC(=O)N2CCn3c2nc2ccccc23)c1,-7%,3.8,69,0.5%,7%,8.7%,10%,12%,6%,-0.2%,
COc1ccccc1C(=O)n1nc(-c2ccc(Cl)cc2)nc1N,0%,2.4,50,-1.3%[50 µM],8%,1.6%,2%,4%,7%,·,
Cc1ccccc1CCNC(=O)Cn1ccc2cc(S(=O)(=O)N3CCCC3)ccc21,-2%,0.4,58,-0.1%,?,9.7%,8%,11%,9%,0.1%,
Cc1c(N2C(=O)/C(=C\C3CC=CCC3)SC2=S)c(=O)n(-c2ccccc2)n1C (stereo not drawn),12%,7.7,67,0.2%,17%,1.0%,18%,18%,8%,1.4%,
CCN(c1cccc(C)c1)S(=O)(=O)c1cc2c3c(c1)CCC(=O)N3CCC2,-1%,1.6,73,0.3%[50 µM],·,?,2%,4%,·,·,
Cc1cc(Cl)ccc1OCCCC(N)=O,-2%,-1.0,49,0.2%,-1%,?,9%,-2%,0%,0.1%,
Cc1ccc(NC(=O)CCC(=O)NNC(=O)c2ccccc2Cl)c(C)c1,-1%,-0.3,64,1.0%,46%,-1.1%,8%,5%,-8%,0.2%,
Cc1nc2ccccc2c2oc(C(=O)NCc3ccc4c(c3)OCO4)cc12,1%,3.8,56,-0.5%,13%,3.9%,1%,8%,0%,-0.5%,
Cc1ccc(C2NC(=S)NC3=C2C(=O)CCC3)cc1 (stereo not drawn),-3%,-0.7,56,0.3%,?,1.7%,1%,10%,11%,0.0%,
COc1ccc(NC(=O)COc2cccc3c2OC(C)(C)C3)cc1OC,-10%,2.6,53,0.1%[50 µM],·,1.2%,-1%,·,·,·,
O=C(CCCCO)CCCCCCCC[C@H]1N[C@H](CO)[C@H](O)[C@@H]1O[C@@H]1O[C@H](CO)[C@@H](O)[C@H](O)[C@H]1O,-7%,1.2,50,1.6%,20%,1.4%,6%,10%,24%,-0.2%,
CCc1ccccc1N1CC(C(=O)Nc2nccs2)CC1=O (stereo not drawn),3%,-0.3,44,-0.1%,3%,1.9%,5%,23%,-1%,-0.2%,
CC(NC(=O)Cn1cc([N+](=O)[O-])cn1)c1ccc(C(C)(C)C)cc1 (stereo not drawn),0%,-0.8,67,-0.5%,·,·,5%,24%,·,·,
CC(Oc1ccccc1Cl)C(=O)Nc1ccc(S(=O)(=O)Nc2nccs2)cc1 (stereo not drawn),10%,1.0,63,0.2%[50 µM],·,1.7%,4%,18%,·,·,
CCCCCCn1nc(C(=O)N(CCCC)c2c(N)n(CCC)c(=O)[nH]c2=O)c2ccccc2c1=O,-9%,0.6,58,2.3%,·,·,1%,·,·,·,
COc1ccc(CNC(=O)N2CCN(S(=O)(=O)c3ccccc3)CC2)cc1,-3%,-1.5,44,-0.1%,8%,1.2%,-1%,13%,-1%,-0.1%,
CN1CCN(C(c2cccc(C(F)(F)F)c2)c2nnnn2Cc2ccccc2)CC1 (stereo not drawn),-2%,0.1,57,1.4%,-6%,-2.0%,-3%,0%,-1%,-0.3%,
CCN1CCN(CC(=O)Nc2cc3c(cc2C(C)=O)OCO3)CC1,-3%,-1.6,53,0.2%,1%,-3.1%,?,4%,7%,0.2%,
COc1ccc(CNC2CCCC2)c(OC)c1OC,-5%,0.2,59,1.1%,-1%,0.4%,1%,14%,2%,-0.1%,
CC(C)CC(=O)NC(=S)NNC(=O)c1ccc(NC(=O)C2CCCCC2)cc1,1%,0.4,37,1.3%,-4%,4.1%,9%,15%,4%,-0.4%,
COc1cc(-c2nc(-c3ccccc3)c(-c3cccs3)[nH]2)cc(OC)c1O,1%,13,66,0.9%,?,?,?,31%,-5%,2.2%,Dengue-2 NS5 capping pilot replicate=0.9
COc1ccccc1OCC(O)CN1CCOCC1 (stereo not drawn),0%,0.0,54,0.0%,6%,-0.1%,3%,14%,0%,-0.4%,Dengue-2 NS5 capping pilot replicate=3.0
CC1CCC2(CC1)NC(=O)N(CC(=O)NCc1cccs1)C2=O (stereo not drawn),4%,0.5,54,3.1%,6%,1.5%,-3%,15%,1%,2.9%,
COc1ccc(CCN2CC(C(=O)NCCc3ccc(F)cc3)CCC2=O)cc1 (stereo not drawn),-8%,0.0,54,0.0%,-8%,-0.7%,1%,10%,8%,-0.3%,
COc1cccc(NC(=O)CN(C)C(C)C(=O)Nc2ccc(C(C)=O)cc2)c1 (stereo not drawn),-3%,-0.8,42,0.8%,28%,2.2%,3%,11%,4%,-0.3%,
O=C(NCC(c1ccco1)N1CCc2ccccc21)C(=O)Nc1ccc(F)cc1F (stereo not drawn),-1%,2.5,52,0.5%[50 µM],·,13%,-1%,12%,·,·,
COC(=O)C1=C(C)N(C)C(=S)NC1c1ccc(OC)cc1OC (stereo not drawn),4%,-1.5,88,0.1%,-3%,0.2%,6%,15%,4%,0.7%,
CCC(=O)Nc1cc(-c2nn(C)c(=O)c3ccccc23)ccc1N1CCCCC1,2%,1.6,90,1.5%,18%,5.4%,4%,6%,-2%,-0.3%,
CC(=O)Nc1ccc(S(=O)(=O)NCC(=O)OCC(=O)c2cc(C)n(-c3ccc4c(c3)OCO4)c2C)cc1,-3%,-1.5,63,1.7%,12%,?,6%,7%,9%,0.1%,
CCCCn1c(N)c(N(CCOC)C(=O)C2CC(=O)N(c3ccc(CC)cc3)C2)c(=O)[nH]c1=O (stereo not drawn),5%,2.0,81,0.1%[50 µM],·,2.2%,-1%,·,·,·,
O=C(O)CCCC(=O)N1N=C(c2ccccc2)CC1c1cccs1 (stereo not drawn),0%,0.9,57,0.0%,8%,0.7%,12%,18%,-4%,0.1%,
O=S(=O)(c1ccc(Cl)cc1)N1CCN(CCc2ccncc2)CC1,-2%,1.1,35,-0.2%,-2%,4.0%,6%,3%,-2%,0.1%,
Brc1ccccc1OCCCCN1CCCCC1,2%,-0.6,69,-1.5%,3%,0.6%,2%,11%,-4%,-0.2%,
O=C(CN1CCc2ccccc2C1)Nc1ccc(OC(F)(F)F)cc1,-5%,-0.4,45,0.1%,22%,4.2%,5%,3%,3%,-0.3%,
CCCC(C)c1nnc(NC(=O)C2CCCO2)s1 (stereo not drawn),-5%,-0.2,60,-0.4%,-25%,1.9%,3%,3%,-8%,-0.1%,
Cc1ccc(S(=O)(=O)c2c(N)n(C)c3nc4ccccc4nc23)cc1,6%,0.6,46,0.0%[50 µM],18%,4.2%,6%,8%,0%,0.2%,
CCOC(=O)c1c(NC(=O)Cc2ccccc2)sc2c1CC(C)(C)NC2(C)C,-3%,9.7,55,0.1%,9%,-0.7%,9%,·,3%,-0.6%,
CC(C)C(NC(=O)c1ccc2c(c1)OCO2)C(=O)N/N=C\c1ccco1 (stereo not drawn),-1%,0.5,51,0.0%,-6%,-1.3%,3%,-2%,1%,-0.6%,
CCN(CC)S(=O)(=O)c1cccc(-c2nnc(SCC(=O)NC3CCCCCCC3)n2N)c1,-7%,0.4,59,0.2%,-2%,2.5%,7%,-2%,-2%,-1.0%,Dengue-2 NS5 capping pilot replicate=3.3
O=C(c1c[nH]c2ccc(S(=O)(=O)N3CCOCC3)cc2c1=O)N1CCN(c2ccccn2)CC1,1%,·,·,0.0%,6%,·,6%,14%,-6%,0.0%,
CCCCCn1c(CN2CCN(Cc3ccccc3)CC2)nc2c1c(=O)n(C)c(=O)n2C,5%,-0.3,48,-0.6%,-1%,-1.2%,-13%,2%,-3%,-1.0%,Dengue-2 NS5 capping pilot replicate=0.9
CCc1ccc(NC(=O)CC2C(=O)NCCN2C(=O)c2ccc(F)cc2)cc1 (stereo not drawn),-1%,1.5,67,-0.1%,4%,1.6%,13%,12%,-6%,-0.3%,
CCN(C(=O)c1cc2c(s1)-c1ccccc1OC2)c1cc(OC)ccc1OC,1%,1.6,45,9.8%,6%,34%,2%,·,-1%,-0.6%,
COc1ccc(NS(=O)(=O)c2cc3c(cc2C)N(C(C)=O)CCO3)cc1OC,-1%,1.7,42,3.7%,5%,1.6%,9%,10%,-5%,-0.9%,
C[C@H](NC(=O)c1[nH]cnc1C(=O)Nc1ccccc1)C(=O)OC(C)(C)C,-10%,15,51,0.4%,26%,13%,3%,20%,3%,-0.2%,
C/C(=N\NC(=O)c1ccco1)c1ccc(NC(=O)c2ccccc2)cc1,-1%,0.1,93,-0.8%,-12%,0.9%,7%,5%,-8%,-0.6%,
COc1ccccc1C(=O)NC(=O)COc1ccc(Cl)cc1Cl,-4%,2.0,65,1.0%[50 µM],·,1.2%,7%,11%,·,·,

# Compound activity: PubChem BioAssay, several laboratories
